IDH1 R132H inh – blocks human mutant IDH1 R132H enzyme; O75874; IDH1-R132H enzyme, NADPH consumption, diaphorase/resazurin fluorescence; Potency, µM (titrated, usually from 76.6 µM), for inactives: at the top dose activity change, negative = inhibition, most hits filed as inhibitors; 390,000 compounds, 0.093% hits; also: potency is read from the fitted curve at half-maximal effect; % is scaled to controls: 0 for no effect and ±100 for the full control effect; nearly all actives have a fitted effect of over 65% in size
Target sequence (O75874 whole entry R132H, stated change not applied): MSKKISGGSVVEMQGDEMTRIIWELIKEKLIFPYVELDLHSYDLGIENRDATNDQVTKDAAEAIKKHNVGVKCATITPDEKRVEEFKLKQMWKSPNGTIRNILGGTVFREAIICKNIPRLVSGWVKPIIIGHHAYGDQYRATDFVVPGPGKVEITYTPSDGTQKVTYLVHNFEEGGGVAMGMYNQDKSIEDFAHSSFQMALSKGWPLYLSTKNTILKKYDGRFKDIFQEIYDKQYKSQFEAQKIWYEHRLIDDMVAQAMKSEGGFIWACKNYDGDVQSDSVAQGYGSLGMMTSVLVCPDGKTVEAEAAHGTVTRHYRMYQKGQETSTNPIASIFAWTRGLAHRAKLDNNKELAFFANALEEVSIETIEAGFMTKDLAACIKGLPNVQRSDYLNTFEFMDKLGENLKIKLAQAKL
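IDH1-R132H (0.5 ug/mL dispensed) in pH 7.5 Tris buffer was preincubated 30 min with compound, then given a substrate mix of 0.016 mM NADPH and 2 mM alpha-KG for 80 min at room temperature; remaining NADPH was read by diaphorase/resazurin fluorescence.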
Pin1 inhibitor – inhibitors of human Pin1 | Potency, µM (doses to about 115 µM), for inactives: top-dose activity, negative = inhibition, hits mostly inhibitors | Q13526 | 390,000 compounds, 0.009% hits | Pin1 FP peptide displacement, HiFluor488, 10 min; active = well fitted inhibition curve with a large enough effect in the polarisation, with a control signal flat, not every such curve was filed as active; inconclusive = small, poorly fitted or top-dose-only effect, or effect the other way, or a change in a side signal; inactive = no such curve, though single readings can be large or run the other way; the % refers to the polarisation; also: potency is read from the fitted curve at half-maximal effect; % is scaled to controls: 0 for no effect and ±100 for the full control effect
USP1 inh – inhibitors of human USP1/UAF1 deubiquitinase. recombinant USP1/UAF1, Ub-Rhodamine cleavage fluorescence. AID 743255. 390,000 compounds, 0.23% hits. Potency, µM (series often up to 57.1 µM), without a hit: at the highest dose activity change, negative = inhibition, usual class: inhibitors. O94782; also: potency is read from the fitted curve at half-maximal effect; % is scaled to controls: 0 for no effect and ±100 for the full control effect; nearly all actives have a fitted effect of over 60% in size; inactives centre near -12
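In this screen, compounds sit with the deubiquitinase complex (1nM) for 15 min at room temperature before Ub-Rho is added at 150nM final. Fluorescence rise is then followed for 6 reads every 60 seconds.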
PI4K2A block – inhibitors of human PI4K2A. Q9BTU6. 420,000 compounds, 0.13% hits. activity change, negative = inhibition, % at 76.9 µM. purified PI4K2A, ADP-Glo luminescence, 1 h; hits give low values. AID 1346378; in the data active = activity change below about -50%; inconclusive = mostly about -30% to -49%;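 also: -100% = wells without enzyme as full effect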
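Compounds are screened against recombinant PI4K2A using PI as substrate and ATP, the latter dispensed at 300 microM. Reactions run one hour at ambient temperature before ADP-Glo detection; full inhibition defined by wells lacking enzyme.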
PGK inhibitor – blocks T. brucei phosphoglycerate kinase; Potency, µM (top dose mostly 57.5 µM), without a hit: top-dose activity change, negative = inhibition, most hits filed as inhibitors; PGK/GAPDH coupled, Kinase-Glo luminescence, 60 min; P07378; 380,000 compounds, 0.043% hits; also: potency is read from the fitted curve at half-maximal effect; % is scaled to controls: 0 for no effect and ±100 for the full control effect; nearly all actives have a fitted effect of over 60% in size
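Luminescent ATP detection (Kinase-Glo Plus) follows a 60-minute room-temperature incubation, with wells lacking PGK as controls. Buffer: 100 mM TEA (pH 7.6), 5 mM MgCl2, 0.01% Tween-20. Coupling enzyme GAPDH (100 nM final) supplies unstable 1,3-BPG in-well.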
HP1b chromo inh – inhibitors of HP1-beta chromodomain binding to methylated histone tails | P83916 | AlphaScreen HP1-beta / biotin-H3K9me3 peptide binding | Potency, µM (titrated, usually from 114 µM), for inactives: at the highest dose activity change, negative = inhibition, most hits filed as inhibitors | 390,000 compounds, 0.56% hits | AID 540317; also: potency is read from the fitted curve at half-maximal effect; nearly all actives have a fitted effect of over 70% in size; inactives centre near 23
Target sequence (P83916 whole entry, looked up): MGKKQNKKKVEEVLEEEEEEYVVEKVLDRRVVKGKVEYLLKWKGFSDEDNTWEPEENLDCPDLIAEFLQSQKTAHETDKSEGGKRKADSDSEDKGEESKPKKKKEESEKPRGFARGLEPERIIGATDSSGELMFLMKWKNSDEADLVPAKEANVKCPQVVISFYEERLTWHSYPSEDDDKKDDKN
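AlphaScreen: HP1-beta (50 nM) preformed 30 min with biotin-H3(1-18)K9me3 peptide (50 nM) in PBS pH 7.4, 0.01% Tween-20. Compound added for 30 min at RT, then streptavidin donor/nickel chelate acceptor beads (10 ug/mL) for 30 min.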
TrxR1 substrate – substrates of rat thioredoxin reductase 1; O89049; purified TrxR1 substrate turnover, NADPH consumption readout; Potency, µM (top dose mostly 114 µM), inactives show at the highest dose activity change, negative = substrate turnover; 390,000 compounds, 0.01% hits; also: potency is read from the fitted curve at half-maximal effect; % is scaled to controls: 0 for no effect and ±100 for the full control effect; nearly all actives have a fitted effect of over 50% in size
Target sequence (O89049 whole entry, looked up): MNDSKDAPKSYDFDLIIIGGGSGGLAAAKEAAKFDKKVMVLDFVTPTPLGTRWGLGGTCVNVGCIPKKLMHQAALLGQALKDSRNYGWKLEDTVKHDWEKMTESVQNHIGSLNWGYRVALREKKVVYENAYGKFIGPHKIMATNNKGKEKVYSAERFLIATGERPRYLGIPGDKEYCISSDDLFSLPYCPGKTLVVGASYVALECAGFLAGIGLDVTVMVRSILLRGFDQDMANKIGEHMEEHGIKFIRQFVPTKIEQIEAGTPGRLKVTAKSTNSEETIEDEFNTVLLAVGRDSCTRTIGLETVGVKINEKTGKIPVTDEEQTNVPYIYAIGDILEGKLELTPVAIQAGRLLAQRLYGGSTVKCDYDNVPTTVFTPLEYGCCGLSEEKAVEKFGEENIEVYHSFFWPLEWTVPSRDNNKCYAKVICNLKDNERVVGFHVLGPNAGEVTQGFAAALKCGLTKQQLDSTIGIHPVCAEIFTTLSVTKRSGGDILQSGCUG
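Rat TrxR1, dispensed at 90 nM, was prereduced with 400 uM NADPH (final) for 5 min at ~22 deg C, then incubated with compound 15 min before 400 uM selenite. A first-read NADPH fluorescence drop versus no-compound background flagged substrates.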
GLS inh – blocks human kidney-isoform glutaminase activity. O94925. GLS enzymatic activity, qHTS titration. Potency, µM (highest dose often 45.5 µM), for inactives: at the top dose activity change, negative = inhibition, most hits filed as inhibitors. 410,000 compounds, 0.21% hits; also: potency is read from the fitted curve at half-maximal effect; % is scaled to controls: 0 for no effect and ±100 for the full control effect
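Assay buffer: 45 mM KH2PO4 pH 8.2, 0.02% Tween-20. hKGA acts on L-glutamine (1 mM solution added); product glutamate is reported by an oxidase/peroxidase Amplex Red coupling, with fluorescence taken at baseline and 30 min.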
rTrxR1 inhibitor – rat TrxR1 inhibition | 390,000 compounds, 1% hits | Potency, µM (titrated, usually from 114 µM), for the others: at the highest dose activity change, negative = inhibition, actives largely listed as inhibitors | O89049 | AID 588453 | recombinant rTrxR1, NADPH fluorescence consumption, selenite substrate; also: potency is read from the fitted curve at half-maximal effect; % is scaled to controls: 0 for no effect and ±100 for the full control effect; nearly all actives have a fitted effect of over 65% in size
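Rat TrxR1 (90 nM in the dispensed reagent) was pre-reduced with 400 uM NADPH for 5 min at room temperature, then incubated with compound for 15 min. After 400 uM selenite was added, NADPH fluorescence (Ex 340/Em 450 nm) was followed for 8 min.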
An asterisk follows results filed as active; i = inactive; ? = inconclusive; / = not tested or not shown; & = joins results of further samples; [ ] = dose if it differs, or a comment. Unless noted, calls follow the shape of the dose curve; as a rule, active = well fitted curve in the direction sought with a large enough effect; inconclusive = small, poorly fitted or top-dose-only effect, or another doubt; inactive = no such curve, though single readings can be large; an effect the other way counts as inactive or inconclusive. Some of the compounds tested. The share of hits here may be higher or lower than overall.

SMILES	IDH1 R132H inh	Pin1 inhibitor	USP1 inh	PI4K2A block	PGK inhibitor	HP1b chromo inh	TrxR1 substrate	GLS inh	rTrxR1 inhibitor
Cc1cc(C)cc(N(CCC#N)C(=O)CSc2nc3ccccc3c(=O)[nH]2)c1	-2%	6%	-7%	-1	5%	4%	-3%	0%	-3%
CC(C(=O)c1ccccc1)n1cnc2ccccc2c1=O (centres undefined)	-2%	-4%	-16%	2	7%	30%[activator]	-3%	-6%	1%
CC1(C)CC2(CCO1)OC(=O)CC2C(=O)Nc1ccccc1Cl (centres undefined)	-15%	-2%	-20%	2	/	8%	26%	-9%	11%
Cc1cn(S(=O)(=O)c2ccc(Br)cc2)cn1	3%	1%	-19%	-3	-7%	74%[activator]	5%	-9%	13%
O=C(Nc1ccccc1)N1CCSc2cc(Cl)ccc21	0%	-8%	-16%	0	-3%	49%[activator]	6%[57.1 µM]	-22%	-6%
CN(Cc1ccccc1)C(=O)CCS(=O)(=O)c1ccc2c(c1)oc(=O)n2C	0%&-4%	0%&-5%	-11%&-13%	2&3	-7%&4%	50%&27%[activator]	3%&1%	-2%&-4%	27%&14%
NNC(=O)C1CC(O)CN1S(=O)(=O)c1ccc(Cl)cc1 (centres undefined)	1%	2%	-5%	4	-7%	35%	3%[57.1 µM]	3%	7%[57.1 µM]
Cc1nnc(SCC(=O)Nc2nnc(-c3ccccc3)o2)s1	8%	-4%	-14%	-2	-6%	16%	-14%	8%	-13%
Cc1ccc(NC(=O)Nc2ccccc2)c(Br)c1	6%	-2%	2%	0	-5%	37%	0%[57.1 µM]	8%	-12%[57.1 µM]
CC(C)C(NC(=O)c1ccco1)C(=O)OCC(=O)N1CC(=O)Nc2ccccc21 (centres undefined)	3%	-4%	-8%	1	0%	27%	7%[57.1 µM]	2%	4%[57.1 µM]
CC(=O)Nc1ccc(NC(=O)c2ccc(CSc3ccccc3)o2)cc1	-2%	0%	2%	-2	i	32%	7%	4%	26%[57.1 µM]
O=C(Nc1ccc(Cl)cc1)Nc1ccc2c(c1)N1CCN=C1S2	-1%	0%	-3%	-6	1%	21%	-6%	14%	4%[57.1 µM]
COC(=O)c1ccc(C(=O)OC)c(NC(=O)C2CC(=O)N(C3CCCC3)C2)c1 (centres undefined)	5%	5%	-10%	-2	4%	13%[57 µM]	0%	-1%	7%
O=C1N[C@@H](Cc2c[nH]c3ccccc23)COC(=O)[C@@H](Cc2ccc(F)cc2)CC/C=C/C[C@@H]1CC(=O)N(CCO)Cc1ccccc1	-18%	?	-18%	1	-14%	9%	-4%	-2%	20%
Cc1oc2ncn(CC(C)C)c(=O)c2c1C(=O)NCCCN1CCCCC1	-8%	-3%	2%	-5	3%	20%	-6%	1%	14%
COc1ccc(C(=O)C2CCCN(C(=O)c3cc(C(C)C)no3)C2)cc1F (centres undefined)	7%	0%	-17%	0	/	35%	7%	2%	24%
Cc1cccc(N(CC(=O)NC2CCCCC2)C(=O)CCC(=O)Nc2nccs2)c1	-7%	-2%	-16%	-2	i	6%	11%	4%	28%
O=C(O)CC1c2ccccc2CCN1S(=O)(=O)c1ccc(F)cc1 (centres undefined)	7%	-15%	-17%	-1	i	12%	3%	-7%	15%
Cc1ccc(NC(=O)c2nc[nH]c2C(=O)Nc2ccc(C)cc2)cc1	3%	8%	-11%	3	-9%	24%	12%[57.1 µM]	6%	24%[57.1 µM]
CC(C)(C)OC(=O)N1CCC(c2c(C(=O)N3CCOCC3)cnn2-c2ccccc2Cl)CC1	35%[activator]	-1%	-13%	2	-5%	-1%	3%	-8%	18%
Cc1ccc(CNC(=O)c2cccc(-n3cnnn3)c2)cc1	9%	0%	-4%	-2	i	31%[activator]	-4%	-1%	10%
Cc1c(NC(=O)NC(=O)c2ccc(F)cc2)c(=O)n(-c2ccccc2)n1C	0%	-4%	0%	-7	1%	14%	0%	22%	2%
COc1ccccc1CCNC(=O)C1CCN(c2nnc(C)c3c(C)n(-c4ccc(C)cc4)nc23)CC1	7%&-2%	4%&19%	?	-3&3	-11%&-6%	77%&13%[activator]	8%&15%	?	12%&13%
Cc1ccc(N2C(=O)N(CC(=O)Nc3cccc(Cl)c3)C(=O)C2C)cc1 (centres undefined)	5%	-9%	-6%	0	5%	37%	-6%	5%	-10%
COc1cccc(CN(C)C(=O)CCc2nnc(-c3ccsc3)o2)c1	0%	-14%	3%	-3	-6%	24%	-9%	7%	-16%

(list continues)
SMILES	IDH1 R132H inh	Pin1 inhibitor	USP1 inh	PI4K2A block	PGK inhibitor	HP1b chromo inh	TrxR1 substrate	GLS inh	rTrxR1 inhibitor
COc1ccccc1C(=O)Nc1cc2ccccc2oc1=O	0%	-1%	-18%	-1	-9%	16%	22%[57.1 µM]	4%	13%[57.1 µM]
O=C(O)c1cccc(N2CCCCS2(=O)=O)c1	1%	4%	-7%	8	0%	21%	14%[57.1 µM]	-3%	8%[57.1 µM]
O=C(Cc1ccc2cccnc2c1)c1ccc(O)cc1O	1%	8%	5%	-8	-1%	18%	1%	52%[activator]	4%
COc1ccc(C)cc1N(CC(=O)Nc1cccnc1)S(=O)(=O)c1ccc(C)cc1	-2%	2%	-3%	-1	6%	34%	-2%	7%	7%
CCOc1ccc(CCNC(=O)c2ccc(-n3c(C)cc4c3CCC(C)C4)cc2)cc1OCC (centres undefined)	-19%	-3%	-6%	2	-14%	21%	1%	-14%	-3%
COc1cc(CO)c(OC)c([N+](=O)[O-])c1	-9%	-1%&-5%	-23%	2	-2%	34%&26%	6%[57.1 µM]	3%	14%[57.1 µM]
O=C(NCCc1ccccc1)C1CCN(C2CCN(Cc3ccco3)CC2)CC1	5%	0%	-18%	2	-9%	9%	9%[57.1 µM]	-9%	10%[57.1 µM]
O=C(c1cccc(C(F)(F)F)c1)c1c[nH]c(C(=O)NCCCN2CCOCC2)c1	-3%	-6%	-12%	7	7%	12%	10%[57.1 µM]	24%	26%[57.1 µM]
CC1=C/C(=C/N(C)c2ccccc2)C(=O)S1	9%	?	-24%	-16	i	?	12%[57.1 µM]	27%	-16%[57.1 µM]
CCCCN(C(=O)CC1CCCC1)c1c(N)n(Cc2ccccc2)c(=O)[nH]c1=O	6%	/	-22%	1	-4%	/	/	-6%	/
CCn1cc(CN2CCN(Cc3ccccc3)C(CCO)C2)c2ccccc21 (centres undefined)	5%	-8%	-17%	-6	i	30%	4%	3%	-1%
COc1ccc(OCCC(=O)NCC23CC4CC(CC(C4)C2)C3)cc1	15%	0%	-13%	0	-3%	33%	2%[57.1 µM]	-2%	9%[57.1 µM]
Cn1nc(C(=O)Nc2ccc(Cl)c(S(=O)(=O)N3CCOCC3)c2)c2ccccc2c1=O	9%	12%	-23%	2	0%	30%	1%	-5%	14%
COc1ccc(OCCCC(=O)ON=C(N)c2ccccc2C)cc1	-11%	?	-15%	-1	-2%	93%[activator]	-4%	-4%	23%
Cc1ccc(C(NC(=O)NN2CCN(C)CC2)C(Cl)Cl)cc1F (centres undefined)	-4%	-4%	-22%	0	-9%	16%	-2%	-16%	7%
Cc1cccc(/C=C/c2onc(C)c2S(=O)(=O)N2CCC(C(=O)N3CCCCCC3)CC2)c1	3%	19%	-19%	-1	-3%	26%	4%	-3%	19%
Cc1ccc(C(=O)c2c[nH]c(C(=O)NCCCN3CCOCC3)c2)cc1	5%	-3%	-18%	5	-4%	29%	3%	0%	19%
O=C(CSc1nc2ccc(Cl)cc2[nH]1)Nc1ccc2c(c1)CCC2	3%	13%	-10%	-1	i	27%	-3%	0%	11%
Cc1ccc(N2CCN(C(=S)c3ccc(N(C)C)cc3)CC2)cc1	4%	25%	-10%	6	-9%	?	1%[57.1 µM]	4%	7%[57.1 µM]
O=C(CCn1c(=O)sc2ccccc21)Nc1cccnc1	9%	-14%	-5%	-1	-9%	11%	7%	2%	9%
CN(CCc1ccccc1)C(=O)c1cccc(NC(=O)Cc2cccc(NC(=O)C3CCCN(S(=O)(=O)c4cccc([N+](=O)[O-])c4)C3)c2)c1 (centres undefined)	-12%	1%	-20%	1	4%	29%	-6%	-1%	15%
COc1ccccc1CN1C[C@@H]2C[C@@H](c3ccc(C)c(C)c3)N3CCC[C@@]23C1=O	-1%	16%	-8%	-7	-7%	36%	-2%[57.1 µM]	-6%	-7%[57.1 µM]
O=S(=O)(Cc1ccccc1Cl)NCCOc1ccccc1	9%	-2%	-13%	1	i	35%	-6%	0%	-6%
O=C(Cn1cnc2ccccc2c1=O)N1CCOCC1	-3%	1%	-22%	1	-10%	15%	5%[57.1 µM]	1%	8%[57.1 µM]
CN(Cc1ccccc1F)C(=O)c1ccc(NS(=O)(=O)c2ccc3[nH]c(=O)[nH]c3c2)cc1	-4%	1%	-10%	-3	1%	31%	-1%	5%	6%
Clc1ccccc1C1CC(c2ccccc2)Nc2ncnn21 (centres undefined)	11%	-5%	-23%	-4	-8%	47%[activator]	8%[57.1 µM]	1%	6%[57.1 µM]
CN(C)/C=C1\C(=O)NN=C1C(F)(F)F	-5%	-7%	?	-3	3%	18%	4%[57.1 µM]	11%	18%[57.1 µM]

From PubChem
